Screening data as filed in PubChem BioAssay.
Apaf1 inhib – blocks human Apaf-1 apoptosome activity. O14727. reconstituted apoptosome caspase-3 activity, DEVD-Rh110 fluorescence. inhibition, % at 20 µM. 330,000 compounds, 0.71% hits; active = inhibition of at least 40% at 20 µM;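 note: plate controls were DMSO wells for no effect and DEVD-CHO caspase inhibitor wells for full effect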
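Medium: Hepes buffer, pH 7.5 / System: biochemical Apaf-1 apoptosome reconstitution / Measured by: Rh110 fluorescence, excitation 480 nm, emission 540 nm / Times: compound with Apaf-1, dATP, procaspase-3 30 min, then 50 min reaction, room temperature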
Jurkat NFkB inh – lowers PMA/ionomycin-induced NF-kB signal in Jurkat cells. 330,000 compounds, 0.53% hits. inhibition, % at 4 µM. PMA/ionomycin-induced NF-kB luciferase reporter, luminescence
697 NFkB inh – lowers PMA/ionomycin-induced NF-kB signal in 697 B cells; 697 B-cell NF-kB luciferase reporter, 16 h; inhibition, % at 4 µM; 330,000 compounds, 0.33% hits; AID 435022; in the data active = inhibition above about 35%
UBC13 polyUb – human UBC13 polyubiquitination inhibition | P61088 | UBC13 polyubiquitin chain formation, TR-FRET | inhibition, % at 20 µM | 330,000 compounds, 0.47% hits | AID 485273; in the data active = inhibition above about 45%, passing the limit was not always enough
Target sequence (P61088 whole entry, looked up): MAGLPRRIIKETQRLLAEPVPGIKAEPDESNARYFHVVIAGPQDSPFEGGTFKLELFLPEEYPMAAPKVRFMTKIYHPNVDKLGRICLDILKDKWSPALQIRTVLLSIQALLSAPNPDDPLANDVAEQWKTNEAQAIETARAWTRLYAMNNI
EBI2 block – blocks human EBI2 receptor beta-arrestin signaling | P32249 | EBI2 beta-arrestin recruitment, luminescence, 7a,25-OHC stimulated | inhibition, % at 5 µM | 360,000 compounds, 0.81% hits; in the data active = inhibition above about 38%;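 note: enzyme fragment complementation signal reports receptor beta-arrestin coupling in cells; 0% = agonist plus DMSO wells and 100% = wells without agonist; some results beyond the cut were filed as inactive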
Target sequence (P32249 whole entry, looked up, the tested form may be a part): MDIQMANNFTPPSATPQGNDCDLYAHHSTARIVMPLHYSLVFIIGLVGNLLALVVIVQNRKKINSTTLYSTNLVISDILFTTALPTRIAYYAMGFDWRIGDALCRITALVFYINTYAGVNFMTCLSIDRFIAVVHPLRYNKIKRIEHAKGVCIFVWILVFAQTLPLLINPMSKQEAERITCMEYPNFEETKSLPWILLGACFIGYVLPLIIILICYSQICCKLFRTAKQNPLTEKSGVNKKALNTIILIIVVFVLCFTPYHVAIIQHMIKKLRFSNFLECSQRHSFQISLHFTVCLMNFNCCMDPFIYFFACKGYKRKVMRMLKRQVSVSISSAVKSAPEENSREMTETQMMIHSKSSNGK
Gli-Sufu block – antagonists of Gli-Sufu signaling. Sufu-KO-LIGHT fibroblasts, Gli luciferase reporter luminescence. inhibition, % at 5 µM. 340,000 compounds, 0.74% hits. AID 588413;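 active = inhibition above about 55%, limit read from the data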;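 note: 0% = DMSO-treated cells and 100% = wells with medium but no cells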
CCR6 antagonist – blocks CCL20-driven beta-arrestin recruitment at human CCR6 | P51684 | AID 493098 | 340,000 compounds, 0.49% hits | inhibition, % at 20 µM | CHO-K1 CCR6 PathHunter beta-arrestin, luminescence, CCL20-stimulated;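 active = compounds whose inhibition of the agonist-driven luminescence signal at 20 µM reaches about 50%, limit read from the data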;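 note: cells stimulated with CCL20 at 14 nM final; plate controls were DMSO with CCL20 for no effect and DMSO without agonist for full effect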
Target sequence (P51684 whole entry, looked up): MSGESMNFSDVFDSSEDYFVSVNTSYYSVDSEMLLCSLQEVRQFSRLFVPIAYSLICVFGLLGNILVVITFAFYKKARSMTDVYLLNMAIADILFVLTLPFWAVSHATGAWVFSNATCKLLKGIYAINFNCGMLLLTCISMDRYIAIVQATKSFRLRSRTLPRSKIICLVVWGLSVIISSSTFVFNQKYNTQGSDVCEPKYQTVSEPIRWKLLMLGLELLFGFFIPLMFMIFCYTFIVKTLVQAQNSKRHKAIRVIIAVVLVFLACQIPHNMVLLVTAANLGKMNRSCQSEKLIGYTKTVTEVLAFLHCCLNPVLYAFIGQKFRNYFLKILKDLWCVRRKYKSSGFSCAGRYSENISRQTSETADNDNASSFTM
SENP8 inh – SENP8 protease inhibition; 330,000 compounds, 1.2% hits; inhibition, % at 10 µM; Q96LD8; purified SENP8, Z-RLRGG-aminoluciferin cleavage, luminescence
* hit, by the source's call; / = not tested or not shown. Cut-off read from the data, not from the text of the source, unless noted: active = inhibition above about 50%; inactive = the rest.

A first look:
SMILES | Apaf1 inhib | Jurkat NFkB inh | 697 NFkB inh | UBC13 polyUb | EBI2 block | Gli-Sufu block | CCR6 antagonist | SENP8 inh
CCn1c(C2CCN(Cc3ccccc3)CC2)n[nH]c1=S | 0 | -4 | 16 | 7 | 0 | -21 | -1 | 0
COc1ccc(-c2ccc3sc4ccccc4c(=O)c3c2)cn1 | 16 | -202 | -301 | 6 | 11 | -100 | -2 | 15
COc1ccc(CCNc2nc(C)c(C(C)=O)s2)cc1OC | 2 | 0 | 7 | 5 | -3 | 4 | -12 | 2

Main list, previewed entries included:
SMILES | Apaf1 inhib | Jurkat NFkB inh | 697 NFkB inh | UBC13 polyUb | EBI2 block | Gli-Sufu block | CCR6 antagonist | SENP8 inh
CCn1c(C2CCN(Cc3ccccc3)CC2)n[nH]c1=S | 0 | -4 | 16 | 7 | 0 | -21 | -1 | 0
COc1ccc(-c2ccc3sc4ccccc4c(=O)c3c2)cn1 | 16 | -202 | -301 | 6 | 11 | -100 | -2 | 15
COc1ccc(CCNc2nc(C)c(C(C)=O)s2)cc1OC | 2 | 0 | 7 | 5 | -3 | 4 | -12 | 2
O=C(OCc1ccc(Br)cc1)c1cccc(-c2nnc(-c3ccccc3)o2)c1 | 3 | 1 | -89 | 3 | 29 | -113 | 11 | -23
Cc1nc(NCCCO)c(C#N)c2c1COC(C)(C)C2 | 7 | -6 | -20 | 16 | -2 | -4 | 11 | -3
CCCN(CCC)CCCNC(=O)Cn1cnc2sc(C)c(S(=O)(=O)N3CCC(C)CC3)c2c1=O | 3 | -1 | 4 | 7 | -5 | -29 | 16 | 12
CC1CCN(CC(O)COc2cccc(F)c2)CC1 (stereo not given) | -7 | 1 | 2 | 8 | -7 | 1 | 14 | 7
COc1ccccc1NC(=O)CN1CCC(n2c(C)nc3cc(F)ccc32)CC1 | 14 | 7 | -4 | 104* | 12 | 17 | 6 | -5
Cc1ccccc1C(=O)OCC(=O)NCc1ccco1 | 2 | -11 | 3 | -6 | 1 | 2 | 2 | -8
CC1CN(c2nc3ccccc3cc2-c2ccccc2)CC(C)O1 (stereo not given) | 18 | 2 | 19 | 16 | 12 | 4 | 8 | -1
Cc1cccc(N2CC(C(=O)Nc3nnc(SCC(=O)Nc4cc(C)on4)s3)CC2=O)c1 (stereo not given) | 4 | 9 | 16 | -1 | 5 | -1 | 5 | -3
COCCCNC(=O)CC(NS(=O)(=O)c1ccc(F)cc1)c1ccc(OC)cc1 (stereo not given) | -14 | 8 | 19 | 9 | -12 | -5 | 0 | 1
Cc1cc(C)cc(-n2ncc3c2CCCC3NC(=O)c2csnn2)c1 (stereo not given) | 14 | -22 | -7 | 4 | 5 | -3 | 7 | 1
O=C(Cn1cnc2ccccc21)Nc1cccc(S(=O)(=O)N2CCCC2)c1 | 7 | 28 | -1 | -9 | -6 | 54 | 8 | 0
Cc1c(NC(=O)/C(C#N)=C\c2cccs2)c(=O)n(-c2ccccc2)n1C | -10 | 17 | -33 | -12 | -4 | 4 | 5 | 0
CCS(=O)(=O)Nc1cccc(C2=NN(C(=O)c3ccco3)C(c3ccco3)C2)c1 (stereo not given) | 14 | 17 | -19 | -4 | -30 | 41 | -1 | 4
O=C(CCNS(=O)(=O)c1cccs1)NCc1ccco1 | 4 | 10 | 6 | -5 | -1 | 0 | 3 | 6
Cc1ccc(-n2nnc3c(=O)n(Cc4cccc(C)c4)cnc32)cc1 | 17 | 9 | -3 | 1 | -7 | 0 | 16 | -15
Nc1nc2ccccc2n1C(=O)c1ccccc1 | -3 | -69 | -104 | 3 | 0 | -73 | 15 | 86*
CCOC(=O)C1=C(CNCCc2ccc(Cl)cc2)NC(=O)NC1c1cccc([N+](=O)[O-])c1 (stereo not given) | 5 | -5 | -3 | 1 | 7 | 15 | 12 | -4
CC(C)c1nnc(NC(=O)Cc2ccc(Br)cc2)s1 | 6 | -4 | 3 | 4 | -1 | 3 | 4 | 1
O/N=C/c1cc(Br)ccc1OCc1ccccc1F | 10 | -20 | -25 | 4 | 3 | -16 | 20 | -6
CCN(CC)c1ccc(/C=c2\sc3nc4ccccc4n3c2=O)c(O)c1 | 18 | 14 | -15 | -3 | -16 | 11 | -17 | -6
COc1cc(OC)cc(C(=O)Nc2cccc3ccccc23)c1 | 7 | -17 | 8 | -5 | -9 | -2 | 5 | -4
CCOC(=O)C(=CNc1ccccc1Cl)C(=O)OCC | 2 | 10 | 9 | 3 | -18 | -14 | 9 | -4
CC1=C(C(=O)NC2CCCC(C)C2C)C2(CCCCC2)OC1=O (stereo not given) | -3 | 9 | 7 | 8 | -6 | 2 | 10 | 1
COc1ccc(NC(=O)c2cc(C(=O)Nc3ccc(OC)cc3OC)cc([N+](=O)[O-])c2)c(OC)c1 | -7 | -28 | -5 | -12 | 5 | 2 | 2 | -5
COc1ccc(NC2CCCN(C(=O)c3c(C)noc3C)C2)cc1 (stereo not given) | -4 | -2 | -8 | 1 | 12 | -1 | 3 | 3
O=C(Nc1ccccc1F)C(c1ccccc1)c1ccccc1 | -5 | -8 | -7 | 0 | -3 | 3 | 14 | 4
CC(CCO)Nc1nc2c([nH]1)c(=O)n(C)c(=O)n2C (stereo not given) | -3 | -12 | -21 | -2 | -20 | 3 | -17 | -6
CCCCCOc1ccc(CSc2n[nH]c(C)n2)cc1 | 6 | -45 | -75 | 6 | 8 | -40 | -9 | 14
CCC(=O)c1ccc(OCc2ccc(C(=O)c3ccccc3)cc2)cc1 | 12 | 42 | -11 | 22 | -2 | 30 | 13 | 3
COc1cc(CNCCc2ccccc2F)ccc1OCc1ccc(Cl)nc1 | 4 | -23 | 10 | 17 | -10 | -1 | 23 | -9
COc1ccc(CN2C(=O)NC3(CCCc4ccccc43)C2=O)cc1F (stereo not given) | 3 | -21 | 7 | 1 | 7 | 4 | 10 | 3
COc1ccc(N(CC(=O)NCCc2ccccc2)C(=O)c2csnn2)cc1 | 3 | -1 | 3 | -2 | -1 | -26 | 20 | -8
CCN(C1CCS(=O)(=O)C1)S(=O)(=O)c1ccc2ccccc2c1 (stereo not given) | 11 | -4 | 2 | -2 | -13 | -5 | 14 | 11

Full records, looked up by structure:
COc1ccc(N(CC(=O)NCCc2ccccc2)C(=O)c2csnn2)cc1 as listed: Apaf1 inhib = 3; Jurkat NFkB inh = -1; 697 NFkB inh = 3; UBC13 polyUb = -2; EBI2 block = -1; Gli-Sufu block = -26; CCR6 antagonist = 20; SENP8 inh = -8
CCOC(=O)C(=CNc1ccccc1Cl)C(=O)OCC as listed: Apaf1 inhib = 2; Jurkat NFkB inh = 10; 697 NFkB inh = 9; UBC13 polyUb = 3; EBI2 block = -18; Gli-Sufu block = -14; CCR6 antagonist = 9; SENP8 inh = -4
COc1ccc(NC2CCCN(C(=O)c3c(C)noc3C)C2)cc1 (stereo not given) as listed: Apaf1 inhib = -4; Jurkat NFkB inh = -2; 697 NFkB inh = -8; UBC13 polyUb = 1; EBI2 block = 12; Gli-Sufu block = -1; CCR6 antagonist = 3; SENP8 inh = 3

Two compounds from above with just UBC13 polyUb and EBI2 block.
compound | UBC13 polyUb | EBI2 block
Cc1ccc(-n2nnc3c(=O)n(Cc4cccc(C)c4)cnc32)cc1 | 1 | -7
COc1ccc(-c2ccc3sc4ccccc4c(=O)c3c2)cn1 | 6 | 11

Going on with the list.
SMILES | Apaf1 inhib | Jurkat NFkB inh | 697 NFkB inh | UBC13 polyUb | EBI2 block | Gli-Sufu block | CCR6 antagonist | SENP8 inh
COc1ccc(CN2CCC(N3CC(C)OC(C)C3)CC2)c(OC)c1 (stereo not given) | -6 | -8 | 5 | -3 | 8 | -7 | 10 | -3
S=C(NCC1CCCO1)Nc1ccccc1Cl (stereo not given) | -2 | 10 | -42 | -5 | -19 | 12 | -2 | -8
Cc1ccc(CCN2CC(C(=O)NCc3ccco3)CC2=O)cc1 (stereo not given) | 6 | 26 | 24 | 0 | 12 | -4 | -14 | 4
CCN(C(=O)Cc1ccc(NC2=NC3CS(=O)(=O)CC3S2)cc1)c1ccccc1 (stereo not given) | 0 | -9 | -12 | -4 | -3 | 4 | 5 | -11
CCC(C)[C@H](NC(=O)NCc1ccccc1)C(=O)O (stereo not given in full) | -7 | 5 | 10 | 6 | -5 | 1 | -16 | 2
COCCNC(=O)CCn1nc(-c2ccc(C)cc2)c2ccccc2c1=O | 1 | -17 | 4 | 3 | -9 | 14 | 11 | 4
CCOc1ccc2[nH]c3c(N4CCC5(CC4)OCCO5)ncnc3c2c1 | 0 | 32 | 8 | 15 | / | 10 | 15 | -3
O=C(CSc1ccccc1C(=O)O)NC12CC3CC(CC(C3)C1)C2 | -12 | 8 | 27 | -3 | -15 | 4 | 10 | -9
O=C1CCCc2nc(N3CCc4ccccc43)ncc21 | 10 | -179 | -231 | 32 | -11 | -69 | 5 | 78*
COC1=C/C(=C/c2c(N)n3nc(CC(=O)N4CCCCC4)sc3nc2=O)C=CC1=O | 14 | 7 | -10 | -25 | -5 | 20 | 17 | -14
CC[C@H](C)[C@H](NC(N)=O)C(=O)NCCc1ccc(Cl)cc1 | -2 | 10 | -6 | -6 | -8 | -6 | -13 | 5
Cc1ccc(OCC(=O)N(C)CC(=O)Nc2ccc(N3CCOCC3)cc2)cc1 | -4 | 6 | 8 | 6 | -4 | -1 | 0 | -3

Looked up above:
COC1=C/C(=C/c2c(N)n3nc(CC(=O)N4CCCCC4)sc3nc2=O)C=CC1=O @ Gli-Sufu block: 20
CCOc1ccc2[nH]c3c(N4CCC5(CC4)OCCO5)ncnc3c2c1 @ Jurkat NFkB inh: 32
COCCNC(=O)CCn1nc(-c2ccc(C)cc2)c2ccccc2c1=O @ EBI2 block: -9
CCC(C)[C@H](NC(=O)NCc1ccccc1)C(=O)O (stereo not given in full) @ 697 NFkB inh: 10
CC[C@H](C)[C@H](NC(N)=O)C(=O)NCCc1ccc(Cl)cc1 @ Gli-Sufu block: -6

(list continues)
SMILES | Apaf1 inhib | Jurkat NFkB inh | 697 NFkB inh | UBC13 polyUb | EBI2 block | Gli-Sufu block | CCR6 antagonist | SENP8 inh
Cc1ccccc1NC(=O)C1CCC(=O)N1 (stereo not given) | 7 | -19 | -41 | -10 | 8 | 5 | 3 | -4
Cc1[nH][nH]c(=O)c1N=Nc1ccccc1 | 1 | -24 | 4 | -16 | 0 | 6 | 14 | -24
CCN(CC)S(=O)(=O)c1ccc(Cl)c(C(=O)Nc2ccc(Cl)cc2[N+](=O)[O-])c1 | 11 | 5 | -5 | 8 | -8 | 27 | 7 | 8
CCc1c(C2(O)CCCCC2)[nH]c2ncccc12 | -2 | 4 | 11 | 8 | 0 | -10 | -3 | 0
CC(C)[C@H](NC(=O)C1CCN(S(=O)(=O)c2ccc(F)cc2)CC1)C(=O)N1CCCC1 | -4 | 5 | -1 | 3 | -2 | -10 | 14 | -4
O=C(O)c1nn(-c2ccc(Cl)cc2)ccc1=O | -2 | 3 | 10 | 6 | -12 | -7 | -17 | 3
O=C(O)c1ccc(Nc2nc(-c3cccnc3)cs2)cc1 | 3 | 2 | -42 | -2 | 4 | -34 | 8 | -16
COc1ccc(CN2C(=O)c3cccc4cccc(c34)C2=O)cc1 | -14 | -4 | -26 | 16 | -12 | 8 | 13 | 8
CCc1nnc(NS(=O)(=O)c2ccc(NC(=S)NC(=O)c3ccc(F)cc3)cc2)s1 | 14 | -14 | 7 | -6 | -2 | -1 | 40 | -3
c1ccc(SCCN2CCN(c3ccccc3)CC2)cc1 | 4 | 3 | 4 | 2 | 0 | -9 | 9 | 0
CC(C)NC(=O)CN(C)S(=O)(=O)c1ccc(F)cc1 | -7 | 6 | 12 | 2 | -4 | -5 | 3 | 0

Only part of the results is shown, so the mix of outcomes need not match the whole.
